GLS inh: qHTS for Inhibitors of Glutaminase (GLS); hit rate 0.21% among 410,000; Glutaminase kidney isoform, mitochondrial (Homo sapiens), O94925; AID 624170, 2012; Potency, µM (top dose mostly 45.5 µM), without a hit: at the top dose activity change, negative = inhibition, hits mostly inhibitors; GLS enzymatic activity, qHTS titration; note: potency is the fitted concentration of half-maximal effect; % is set by controls: 0 for no effect and ±100 for the full control effect
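Human kidney-isoform GLS in 45 mM KH2PO4 pH 8.2, 0.02% Tween-20, with compound, started with 1mM L-Glutamine (added stock). Glutamate oxidase/HRP/Amplex red coupled fluorescence read at start and after 30 min at RT.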
BAZ2B block: qHTS Assay for Inhibitors of BAZ2B. AlphaScreen BAZ2B-H3K14Ac peptide displacement. Potency, µM (doses to about 114 µM), for the others: at the highest dose activity change, negative = inhibition, actives largely listed as inhibitors. AID 504333, 2011. hit rate 4.4% among 360,000; note: potency is the fitted concentration of half-maximal effect; % is set by controls: 0 for no effect and ±100 for the full control effect; nearly all actives have a fitted effect of over 60% in size
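BAZ2B (50 nM) with biotin-H3(5-23)K14Ac peptide (50 nM) in PBS pH 7.4, 0.01% Tween-20, preformed 30 min, then compound 30 min at room temperature; top concentration 110uM. AlphaScreen streptavidin donor/nickel chelate acceptor beads (10 ug/mL final), 20 min dark, signal read.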
Pol eta inh: qHTS for Inhibitors of Polymerase Eta | recombinant Pol eta, fluorescent DNA replication assay | Potency, µM (highest dose often 114 µM), for inactives: at the top dose activity change, negative = inhibition, most hits filed as inhibitors | hit rate 1.2% among 390,000 | AID 588591, 2011; note: potency is the fitted concentration of half-maximal effect; % is set by controls: 0 for no effect and ±100 for the full control effect
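Fluorescent replication assay: 50 nM final substrate added after a 15 min room-temperature compound preincubation with 10 nM enzyme. Signal taken at 0 min and again at 10 min.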
JMJD2A Tudor: qHTS Assay for Inhibitors of JMJD2A-Tudor Domain | Lysine-specific demethylase 4A (Homo sapiens), O75164 | Potency, µM (titrated, usually from 114 µM), for the others: at the highest dose activity change, negative = inhibition, actives largely listed as inhibitors | hit rate 4.4% among 390,000 | AlphaScreen JMJD2A-Tudor / H3K4me3 peptide binding; note: potency is the fitted concentration of half-maximal effect; % is set by controls: 0 for no effect and ±100 for the full control effect; nearly all actives have a fitted effect of over 50% in size
Target sequence (O75164 whole entry, looked up, the tested form may be a part): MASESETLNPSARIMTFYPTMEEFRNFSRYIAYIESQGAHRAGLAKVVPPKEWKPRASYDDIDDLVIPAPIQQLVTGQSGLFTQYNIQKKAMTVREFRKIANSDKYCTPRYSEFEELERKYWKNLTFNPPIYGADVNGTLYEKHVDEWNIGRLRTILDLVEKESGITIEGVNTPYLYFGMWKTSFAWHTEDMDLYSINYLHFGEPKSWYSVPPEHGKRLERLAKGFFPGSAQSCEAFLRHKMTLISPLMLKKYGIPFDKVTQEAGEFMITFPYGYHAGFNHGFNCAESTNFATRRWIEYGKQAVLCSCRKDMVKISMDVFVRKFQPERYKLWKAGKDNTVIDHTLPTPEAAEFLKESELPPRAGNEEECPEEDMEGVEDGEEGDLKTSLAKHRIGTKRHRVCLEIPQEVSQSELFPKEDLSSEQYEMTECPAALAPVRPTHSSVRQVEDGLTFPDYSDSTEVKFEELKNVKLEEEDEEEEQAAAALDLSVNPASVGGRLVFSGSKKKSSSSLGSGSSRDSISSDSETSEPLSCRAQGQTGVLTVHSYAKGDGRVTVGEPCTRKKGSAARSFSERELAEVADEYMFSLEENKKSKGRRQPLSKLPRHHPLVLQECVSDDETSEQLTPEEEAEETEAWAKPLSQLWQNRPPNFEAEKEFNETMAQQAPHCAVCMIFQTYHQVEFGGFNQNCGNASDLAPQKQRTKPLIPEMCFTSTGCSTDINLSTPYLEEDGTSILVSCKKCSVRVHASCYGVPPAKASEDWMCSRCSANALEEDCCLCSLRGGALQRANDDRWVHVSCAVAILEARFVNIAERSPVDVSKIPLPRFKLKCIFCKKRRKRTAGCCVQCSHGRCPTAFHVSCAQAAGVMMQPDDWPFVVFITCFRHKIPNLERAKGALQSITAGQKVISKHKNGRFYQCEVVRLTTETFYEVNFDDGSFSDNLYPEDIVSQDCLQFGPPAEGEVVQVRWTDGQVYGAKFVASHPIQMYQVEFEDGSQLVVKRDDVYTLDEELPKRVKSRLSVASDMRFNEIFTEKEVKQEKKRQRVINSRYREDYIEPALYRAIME
G9a block: qHTS Assay for Inhibitors of Histone Lysine Methyltransferase G9a | Histone-lysine N-methyltransferase EHMT2 (Homo sapiens), Q96KQ7 | G9a H3K9 monomethylation, AlphaScreen, 2 h | Potency, µM (titrated, usually from 102 µM), inactives show at the top dose activity, negative = inhibition, actives largely listed as inhibitors | hit rate 8.8% among 350,000 | AID 504332, 2011; note: potency is the fitted concentration of half-maximal effect; % is set by controls: 0 for no effect and ±100 for the full control effect; nearly all actives have a fitted effect of over 75% in size
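Step 1: enzyme (final 20 nM) with compound, 15 min RT. Step 2: substrate peptide 500 nM and SAM 20 uM, 2 h RT. Step 3: anti-H3K9me1 antibody and AlphaScreen beads, 10 min, then plate read.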
Pin1 inh: qHTS Assay to Find Inhibitors of Pin1; Pin1 FP peptide displacement, HiFluor488, 10 min; Potency, µM (top dose mostly 115 µM), for inactives: at the highest dose activity, negative = inhibition, usual class: inhibitors; hit rate 0.009% among 390,000; active = well fitted inhibition curve with a large enough effect in the polarisation, with a control signal flat, not every such curve was filed as active; inconclusive = small, poorly fitted or top-dose-only effect, or effect the other way, or a change in a side signal; inactive = no such curve, though single readings can be large or run the other way; the % refers to the polarisation; note: potency is the fitted concentration of half-maximal effect; % is set by controls: 0 for no effect and ±100 for the full control effect
Tb PGK inh: qHTS Assay to Find Inhibitors of Phosphoglycerate Kinase; Phosphoglycerate kinase, glycosomal (Trypanosoma brucei brucei), P07378; PGK/GAPDH coupled, Kinase-Glo luminescence, 60 min; Potency, µM (titrated, usually from 57.5 µM), for the others: at the highest dose activity change, negative = inhibition, actives largely listed as inhibitors; hit rate 0.043% among 380,000; AID 602233, 2012; note: potency is the fitted concentration of half-maximal effect; % is set by controls: 0 for no effect and ±100 for the full control effect; nearly all actives have a fitted effect of over 60% in size
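Recombinant glycosomal PGK reaction used 1,3-bisphosphoglycerate generated in-well by GAPDH (100nM final) in 100mM TEA pH 7.6, 5mM MgCl2, 0.01% Tween-20. After 60 minutes at room temperature, ATP was read by Kinase-Glo Plus luminescence end-point.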
PI4K2A block: qHTS for small molecular inhibitors of PI4K2A | Phosphatidylinositol 4-kinase type 2-alpha (Homo sapiens), Q9BTU6 | purified PI4K2A, ADP-Glo luminescence, 1 h; stronger effect = lower value | AID 1346378, 2018 | activity change, negative = inhibition, % at 76.9 µM | hit rate 0.13% among 420,000; in the data active = activity change below about -50%; inconclusive = mostly about -30% to -49%;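 note: -100% = wells without enzyme as full effect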
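PI4K2A activity was measured by ADP-Glo luminescence: enzyme (4 ug/mL stock) and phosphatidylinositol (1.2 mM stock) in Tris pH 7.5/MgCl2/EGTA/Triton X-100 buffer were reacted with ATP (300 microM stock) for one hour at ambient temperature.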
HP1b binding inh: HTS for Inhibitors of HP1-beta Chromodomain Interactions with Methylated Histone Tails; Chromobox protein homolog 1 (Homo sapiens), P83916; AlphaScreen HP1-beta / biotin-H3K9me3 peptide binding; Potency, µM (doses to about 114 µM), for the others: top-dose activity change, negative = inhibition, usual class: inhibitors; hit rate 0.56% among 390,000; note: potency is the fitted concentration of half-maximal effect; nearly all actives have a fitted effect of over 70% in size; inactives centre near 23
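AlphaScreen: HP1-beta (50 nM) preformed 30 min with biotin-H3(1-18)K9me3 peptide (50 nM) in PBS pH 7.4, 0.01% Tween-20. Compound added for 30 min at RT, then streptavidin donor/nickel chelate acceptor beads (10 ug/mL) for 30 min.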
Active calls of the source: *; i = inactive; u = inconclusive; x = no result given; & = joins results of further samples; [ ] = dose if it differs, or a comment. Unless noted, calls come from the whole dose curve; as a rule, active = well fitted curve in the direction sought with a large enough effect; inconclusive = small, poorly fitted or top-dose-only effect, or another doubt; inactive = no such curve, though single readings can be large; an effect the other way counts as inactive or inconclusive.

SMILES	GLS inh	BAZ2B block	Pol eta inh	JMJD2A Tudor	G9a block	Pin1 inh	Tb PGK inh	PI4K2A block	HP1b binding inh
O=C1CC(c2ccccc2)Oc2cc(O)cc(O)c21 (centres undefined)	25%	-8%	-10%	-11%	30%[12.7 µM]	u	3%	3	36%
COc1ccc(Cn2c(C(C)C)nc3sc4ccccc4c(=O)c3c2=O)cc1	5%	-14%	-26%	-15%	2%	4%	i	-7	6%
CCOC(=O)N1CCN(CCC(=O)c2ccc(Br)cc2)CC1	-10%	0%	-10%	u	4µM*	-2%	-3%	23	4%
COc1cc(S(=O)(=O)NC2CCCC2)ccc1Cl	-14%	-3%	-10%	12%[57.1 µM]	-11%[59 µM]	-1%	-16%	1	41%[activator]
O=C(c1cccc([N+](=O)[O-])c1)N1CCN(S(=O)(=O)N2CCCCC2)CC1	-2%	2%	0%	-8%	29%	0%	2%	-6	44%[activator]
CS(=O)(=O)Nc1cccc(C2=NN(S(=O)(=O)c3ccc(F)cc3)C(c3cccs3)C2)c1 (centres undefined)	-9%	-5%	-27%	79µM*	-18%[59 µM]	47%[activator]	-9%	-2	-5%
Cc1ccc(NCc2nnc(SCCN3CCCCC3)n2CC2CCCO2)cc1Cl (centres undefined)	28%	-1%	-1%	-21%	2%[2.33 µM]	3%	6%	8	4%
COC(=O)[C@H](CCSC)NC(=O)N1CCC(C)CC1	6%	0%	-2%	-6%	11%	0%	-1%	9	13%
COC(=O)C(C(=O)OC)C(CC(=O)c1ccc(Br)cc1)c1ccccc1 (centres undefined)	-3%	x	-4%	40%[activator]	x	-1%	-2%	2	65%[activator]
C[C@@H](NCCc1ccc(O)cc1)[C@@H](O)c1ccc(O)cc1	82%[activator]	x	2%[57.1 µM]	-6%	-1%[59 µM]	-1%	i	-7&3	135%[activator]
Cc1cc(C)n(S(=O)(=O)c2ccccc2)n1	0%	-10%	-6%	-4%	9%	5%	-2%	-1	12%
CC(NC(=O)Cn1cc2c(n1)CCCCC2)c1ccccc1 (centres undefined)	1%	-5%	-13%	-5%	-2%[59 µM]	-6%	0%	-9	46%[activator]
O=C(NCC1CCCO1)C1CCN(C2CCN(C(=O)C3CCCCC3)CC2)CC1 (centres undefined)	-8%	-1%	-8%	-4%[57.1 µM]	4%	6%	-8%	-4	43%[activator]
Cc1cc(NC(=O)CNC(=O)C2CCCCC2)no1	3%	13%	-7%	-10%	-11%	5%	x	0	20%
Cc1nn(CC(=O)NC2CCCC2)c(C)c1[N+](=O)[O-]	0%	14%	-17%	-11%	1%[2.33 µM]	3%	-6%	-3	32%
CCOC(=O)Cn1c(=O)oc2cc(S(=O)(=O)Nc3ccccc3F)ccc21	8%	0%	-7%	4%	-2%[59 µM]	7%	i	1	40%[activator]
CN1CCSc2ccc(C(=O)NCc3cccc(F)c3)cc21	15%	-26%	-16%	-33%	u	1%	8%	-5	19%
CCOC(=O)Cn1c(=O)n(C2CCCCC2)c2nc(-c3ccc(OC)cc3)nc(C(N)=O)c21	-2%	-2%	1%	5%	7%[59 µM]	-1%	-9%	1	30%[57 µM]
O=C(CCC(=O)OCc1ccc(C(=O)Oc2ccccc2)cc1)Nc1cccc2ccccc12	-2%	-9%	-10%	-6%	20%[59 µM]	-8%	-10%	-4	43%[activator]
COc1cccc(CNC(=O)COC(=O)c2ccc(Cl)s2)c1	8%	x	-11%	-8%	x	-2%	i	-7	28%
COc1ccc(CNC(=O)COC(=O)CCOc2ccc(C)cc2)cc1OC	2%	3%	u	-8%	12%[2.33 µM]	0%	2%	2	21%
CCCN(CCC)CCNC(=O)C1CC(=O)N(c2ccc(OC)cc2)C1c1ccc(OC)cc1 (centres undefined)	20%	1%[57.1 µM]	4%	-13%	0%	-1%	-3%	1	20%
COc1cccc(NC(=O)C2CCCCC2)c1	1%	-1%	4%	7%	0%[59 µM]	0%	-2%	1	25%
Cc1ccc(NC(=O)[C@@H](CC(C)C)NC(=O)[C@@H]2Cc3ccccc3CN2)cc1	4%	-19%	-7%	-25%	u	-1%	0%	-2	49%[activator]
Cc1cccc(C(=O)Nc2cccc(OC(=O)c3cccc(C)c3)c2)c1	1%	-13%	-14%	14%	25%[12.7 µM]	11%	7%	1	40%[activator]
COc1ccc(S(=O)(=O)N2CCC(C(=O)NC3CC3)CC2)cc1	0%	10%	-11%	2%	-9%	0%	5%	0	10%
CNC(=S)NCCc1ccc(OC)c(OC)c1	-8%	-4%	4%	u	-26%[59 µM]	-3%	3%	10	22%
CN(Cc1ccco1)C(=O)c1ccc(OC2CCN(Cc3ccccn3)CC2)cc1	-14%	-26%	-9%	-28%	62%[activator]	-17%	i	6	32%
C/C=C/c1ccc(OCCOCCNCc2ccccc2)c(OC)c1	-4%	50µM*	-21%	28µM*	7.9µM*	1%	-8%	3	-12%
O=C(C1=C[C@H](C2CCCCC2)C[C@H](OCc2ccc(CO)cc2)O1)N1CCOCC1	-2%	-4%	-15%	-15%	13%[12.7 µM]	-5%	-3%	4	11%
COc1cccc(Nc2nc(-c3ccccc3)nc3ccccc23)c1	-1%	52%[activator]	-10%	30%	-12%[2.33 µM]	2%	-10%	-3	93%[activator]
CCOC(=O)C1=C(COc2ccc(F)cc2Cl)NC(=O)NC1c1cc(C)ccc1C (centres undefined)	7%	0%	-6%	-5%	-10%[0.501 µM]	4%	x	-2	20%
COC(=O)N/N=C/c1cn(Cc2ccc(F)cc2)c2ccccc12	9%	-18%	-11%	-11%	0%	u	6%	3	30%
CCOC(=O)CC(NC(=O)CCc1c(C)nc2c(c(C)nn2-c2ccc(C)c(C)c2)c1C)c1ccc(C)cc1 (centres undefined)	-11%	-3%	-19%	-15%	-35%[59 µM]	0%	0%	-13	34%[activator]
c1ccc(-c2nnc(N3CCN(c4ccccn4)CC3)c3ccccc23)cc1	-2%	u	-3%	u	u	u	-7%	3	-8%
Cc1c(C(=O)N(Cc2ccccc2)C(C)C)oc2ccc(S(=O)(=O)N3CCOCC3)cc12	11%	-24%	-17%	u	5%[59 µM]	u	1%	6	-8%
CCOCCCn1c(SCc2ccccc2)nnc1-c1ccncc1	-3%	4%	-11%	-12%	7%	-6%	1%	-1	17%
C=CCOC(=O)C1=C[C@H](C2CC2)[C@@H](CCCO)[C@H](OCC)O1	1%	0%	-22%	-4%	-16%[59 µM]	-4%	i	-2	56%[activator]
CNC(=O)COC(=O)/C=C/c1cccc(F)c1	0%	-1%	1%	-7%	14%	8%	-7%	-1	24%
COC(=O)C(C(=O)OC)C(C[N+](=O)[O-])c1ccc(OC)cc1 (centres undefined)	-11%	-32%	-7%	-19%	35%[0.501 µM]	9%	-6%	-1	13%
CCn1c(SCC(=O)N2CCCC2)nc2c1c(=O)n(C)c(=O)n2C	0%	x	2%	-15%	-2%[59 µM]	-5%	i	-3	21%
Cc1cccc(C)c1NC(=O)CNC(=O)CCNC(=O)c1ccco1	-2%	14%	-14%	0%	u	0%	8%	1	41%[activator]
COC(=O)C1(CC2CC(c3ccncc3)=NO2)CCN(C(=O)OC(C)(C)C)CC1 (centres undefined)	4%	-5%	-6%	3%	18%[2.33 µM]	6%	-9%	2	36%
CCOC(=O)C1CCCN(C(=O)c2cccc(N3C(=O)c4ccccc4C3=O)c2)C1 (centres undefined)	-4%	-3%	-6%	-15%	22%[12.7 µM]	-2%	i	-5	32%
C#CCOCCOCCOCCNc1nc(N2CCN(C(=O)CCCCCCCCCCNC(=O)[C@H](CCCCN)n3cc(CCO)nn3)CC2)nc(N2CCN(C(=O)CCCCCCCCCCNC(=O)[C@H](CCCN=C(N)N)n3cc(C[C@@H](C)CC)nn3)CC2)n1	u	50µM*	79µM*	45µM*	24%[2.33 µM]	u	14%	-2	u
CCc1ccc(NC(=O)c2ccc(Cn3cc([N+](=O)[O-])cn3)cc2)cc1	5%	-17%	-13%	-13%	-41%[59 µM]	-3%	-2%	-1	15%
CS(=O)(=O)N(CC(=O)Nc1ccccc1C(=O)N1CCOCC1)c1ccccc1	3%	-1%	-13%	-7%	23%[59 µM]	3%	-5%	0	11%
CCOCC(=O)Nc1nnc(COCC)s1	3%	6%	6%	-21%	3%[59 µM]	-6%	-7%	-4	-11%
COc1ccccc1CC(=O)N1CCN(c2ccccc2F)CC1	0%	5%	-10%	-9%	17%	-3%	-9%	-1	24%
COc1ccc(CCNC(=O)c2ccccc2C(=O)NCCc2ccc(OC)c(OC)c2)cc1OC	1%	x	-3%	-15%	x	-1%	-10%	-1	-2%
CCOC(=O)NC1(C(F)(F)F)NC(=O)N(C2CCCCC2)C1=O (centres undefined)	-2%	14%	9%	-5%	8%	-4%	-9%[11.5 µM]	-1	28%
CCCOc1ccc(C(=O)CCC(=O)OC(C)C(=O)Nc2ccc(NC(C)=O)cc2)cc1 (centres undefined)	-4%	-2%	-23%	-14%	u	5%	-1%	3	24%

An excerpt; count on the stated rates, not on these rows.
